Screening data: PubChem BioAssay, The Scripps Research Institute Molecular Screening Center
TDP2 inh: TDP2 (human) inhibition, absorbance primary screen; O95551; recombinant TDP2, T5PNP hydrolysis, p-nitrophenol absorbance 415 nm; inhibition, % at 12.8 µM; 370,000 compounds, 0.34% hits;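 active means inhibition above the mean of all tested compounds plus 3 SD, set per campaign, cut at about 25% in these data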;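 further: 0% = DMSO with enzyme and 100% = buffer with substrate but no TDP2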
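test system = human TDP2 enzyme | input = TDP2 enzyme at 120 nM final | medium = 50 mM Tris-HCl pH 7.5 with Mg2+, KCl, DTT, BSA | also added = T5PNP substrate, 5 mM | times = 2 h at 37 °C | technique = epi absorbance | benchmarks = high control without enzyme, low control DMSO plus TDP2 | replication = each compound tested once, singlicate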
Tn7 DDE FP: DD(E)-Tn7 binding inhibition, primary FP screen; 370,000 compounds, 0.13% hits; P02675; FP displacement of FITC-Tn7 peptide from fibrin DD(E); 0% = median of compound wells per plate; inhibition, % at 8.3 µM; AID 720508;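 active means inhibition above the mean of compounds falling within the control limits plus 3 SD of them, cut at about 14% in these data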;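 further: 0% = plate median of compound wells and 100% = 10 µM Aha-Tn7 peptide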
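Assay system: Human fibrin DD(E) protein | Medium: Tris buffer with calcium and detergent, pH 7.8 | Reagent: 0.1 µM fluorescent Tn7 | Compound dosing: Single point at 8.3 µM | Times: 10 min preincubation, 3 h with tracer, room temperature | Detection: Fluorescence polarization of the labelled Tn7 tracer | Controls: Aha-Tn7 high control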
SIAE primary: blocks human sialic acid acetylesterase | SIAE FP-Rh probe binding, fluorescence polarization | inhibition, % at 9.66 µM | 370,000 compounds, 0.69% hits | AID 1053197;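 active means inhibition above a cutoff: mean of compounds within the control limits plus 3 SD of those, cut at about 17% in these data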;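 further: 0% = plate median of compound wells and 100% = probe without SIAE protein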
Target sequence (Q9HAT2 whole entry, looked up): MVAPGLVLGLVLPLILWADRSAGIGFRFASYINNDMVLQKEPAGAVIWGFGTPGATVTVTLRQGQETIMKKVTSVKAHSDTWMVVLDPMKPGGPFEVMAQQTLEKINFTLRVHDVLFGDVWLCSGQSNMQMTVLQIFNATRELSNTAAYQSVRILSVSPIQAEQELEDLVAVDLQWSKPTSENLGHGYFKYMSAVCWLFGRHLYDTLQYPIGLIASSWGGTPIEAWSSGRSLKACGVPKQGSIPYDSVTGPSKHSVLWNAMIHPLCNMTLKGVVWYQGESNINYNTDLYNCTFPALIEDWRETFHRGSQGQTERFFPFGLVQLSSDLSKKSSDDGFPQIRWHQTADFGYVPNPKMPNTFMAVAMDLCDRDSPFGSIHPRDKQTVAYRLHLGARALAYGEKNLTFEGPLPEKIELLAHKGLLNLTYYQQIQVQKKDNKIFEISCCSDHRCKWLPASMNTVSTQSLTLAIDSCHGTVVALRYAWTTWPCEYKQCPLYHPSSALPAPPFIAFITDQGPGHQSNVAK
ADAM17 inh: inhibits human ADAM17. recombinant ADAM17, EDANS/DABCYL FRET peptide cleavage. P78536. inhibition, % at 6.95 µM. 370,000 compounds, 0.83% hits;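 active means inhibition above the mean of compounds lying between control limits plus 3 SD, set per campaign, cut at about 8.5% in these data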;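 further: 0% = DMSO-only wells as the low control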
PLC-beta3 inh: inhibitors of human phospholipase C beta3; Q01970; Purified PLC-beta3, fluorogenic substrate, fluorescence; inhibition, % at 12.2 µM; 370,000 compounds, 0.18% hits; AID 720704; in the data active means inhibition above about 11%;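 further: 0% = median of compound wells on plate and 100% = full blocker control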
DDE Tn6 FP inh: inhibitors of Tn6 peptide binding to human fibrin DD(E); Fibrin DD(E) TRITC-Tn6 fluorescence polarization displacement; inhibition, % at 8.3 µM; AID 720509; P02675; 370,000 compounds, 0.21% hits;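 active means inhibition above a per-campaign cutoff: mean of compounds within control limits plus 3 SD, cut at about 15% in these data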;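 further: 0% = median of all compound wells on the plate and 100% = blocking peptide control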
ADAM10 inh: inhibitors of human ADAM10. O14672. recombinant ADAM10, EDANS/DABCYL FRET peptide cleavage, 3 h. inhibition, % at 7 µM. 370,000 compounds, 0.62% hits;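 active means inhibition above a per-campaign cutoff equal to the mean of compounds falling between control-based bounds plus 3 SD, cut at about 20% in these data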;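 further: 0% = DMSO wells while the 100% control is not disclosed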
Target sequence (O14672 214-748 limits assumed): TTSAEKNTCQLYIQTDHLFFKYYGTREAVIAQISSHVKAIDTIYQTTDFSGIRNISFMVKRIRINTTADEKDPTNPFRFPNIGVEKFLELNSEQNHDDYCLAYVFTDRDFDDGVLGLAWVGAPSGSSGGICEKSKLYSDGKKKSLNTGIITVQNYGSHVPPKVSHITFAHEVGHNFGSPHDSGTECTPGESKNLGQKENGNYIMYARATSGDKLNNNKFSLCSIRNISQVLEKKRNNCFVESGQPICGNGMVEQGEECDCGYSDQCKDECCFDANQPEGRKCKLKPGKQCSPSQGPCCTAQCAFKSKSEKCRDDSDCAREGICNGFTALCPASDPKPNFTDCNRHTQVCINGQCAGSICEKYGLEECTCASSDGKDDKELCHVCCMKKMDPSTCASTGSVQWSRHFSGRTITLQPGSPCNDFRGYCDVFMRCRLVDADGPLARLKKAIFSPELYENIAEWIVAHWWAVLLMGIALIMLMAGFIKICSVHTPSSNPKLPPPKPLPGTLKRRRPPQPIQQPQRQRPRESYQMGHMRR
ARFGAP1 inhibitor: inhibitors of rat ARFGAP1; Q62848; Arfgap1-stimulated ARF1 GTP hydrolysis, GDP FP detection; inhibition, % at 16.5 µM; 360,000 compounds, 0.26% hits; AID 651572;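 active means inhibition above a per-plate limit, mean inhibition of low control wells plus 3 SD, cut at about 25% in these data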;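 further: 0% = DMSO wells with enzyme and 100% = wells lacking Arfgap1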
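Material: truncated rat Arfgap1 GAP domain; Incubation: compound-enzyme preincubation 20 min, reaction 120 min, detection 60 min, 25 °C; Read-out: percent inhibition of Arfgap1-stimulated GTP hydrolysis; Technique: FP, GDP Alexa 633 tracer displaced from anti-GDP antibody, 620/688 nm; Controls: No-Arfgap1 wells (100%) versus DMSO full-reaction wells (0%); Replication: single well per compound.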
ASAP1 inh: blocks human ASAP1-stimulated Arf1 GTP hydrolysis | Q9ULH1 | GDP FP detection | inhibition, % at 16.5 µM | 360,000 compounds, 0.19% hits | AID 624377; in the data active means inhibition above about 25%;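 further: 0% = vehicle with enzyme and substrate and 100% = no enzyme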
PLCg1 inh: PLC-gamma1 (human) inhibition, primary screen. 370,000 compounds, 0.84% hits. inhibition, % at 12.2 µM. purified PLC-gamma1, fluorogenic substrate, fluorescence. P19174; in the data active means inhibition above about 9.5%
* hit, by the source's call; i = inactive; / = no result given. The order is random; overall some 3.6% were active at least once.

SMILES	TDP2 inh	Tn7 DDE FP	SIAE primary	ADAM17 inh	PLC-beta3 inh	DDE Tn6 FP inh	ADAM10 inh	ARFGAP1 inhibitor	ASAP1 inh	PLCg1 inh
Cc1c(NC2(C#N)CCCCC2)c(=O)n(-c2ccccc2)n1C	10	2	2	-2	-8	-6	-2	-2	-12	-9
Brc1ccc(Nc2nc(-c3cccnc3)cs2)cc1	-3	3	11	-1	-6	-5	8	1	4	0
O=C(c1ccccc1)N1CCCCC1	-16	0	-1	2	9	-5	3	10	5	6
C=CCNC(=O)CN1CCC(c2nc3ccccc3[nH]2)CC1	6	-3	-5	-3	-7	-5	2	5	5	3
Cc1cccc(NC(=O)CNC(=O)c2ccc3nc[nH]c3c2)c1C	12	0	5	-4	-7	-8	-10	3	-2	0
CCOc1ccc(/C=N/N2CCN(Cc3ccccc3)CC2)cc1	-11	5	-3	3	0	0	2	-5	4	3
CCc1c(C2(O)CCCCC2)[nH]c2ccc(C(F)(F)F)cc12	-5	0	-2	-1	-27	-2	-4	6	10	-20
CCN(Cc1ccccc1)S(=O)(=O)c1cc(C(=O)NC2CCCCCC2)ccc1OC	-6	1	-8	9	9	-4	16	5	-4	5
COc1ccccc1NC(=O)/C(=C/c1cccs1)NC(=O)c1ccco1	6	2	3	2	-5	1	2	10	9	3
CCCOc1ccc(C2C(C(=O)c3cc4ccccc4o3)=C(O)C(=O)N2c2cc(C)on2)cc1OC (configuration not stated)	-6	-4	-7	-1	-30	-8	7	3	5	-16
CC(=O)c1cccc(NC(=O)Nc2cccs2)c1	4	-1	1	-2	0	-3	3	-4	12	-1
CC(C)(C)OC(=O)N1CCC(c2c(C(=O)NCC3CCN(C4CCCC4)C3)cnn2-c2ccccc2)CC1 (configuration not stated)	21	-7	4	2	-7	-9	-2	17	1	1

Among those listed so far, four have sulfur:
SMILES	TDP2 inh	Tn7 DDE FP	SIAE primary	ADAM17 inh	PLC-beta3 inh	DDE Tn6 FP inh	ADAM10 inh	ARFGAP1 inhibitor	ASAP1 inh	PLCg1 inh
Brc1ccc(Nc2nc(-c3cccnc3)cs2)cc1	-3	3	11	-1	-6	-5	8	1	4	0
CCN(Cc1ccccc1)S(=O)(=O)c1cc(C(=O)NC2CCCCCC2)ccc1OC	-6	1	-8	9	9	-4	16	5	-4	5
COc1ccccc1NC(=O)/C(=C/c1cccs1)NC(=O)c1ccco1	6	2	3	2	-5	1	2	10	9	3
CC(=O)c1cccc(NC(=O)Nc2cccs2)c1	4	-1	1	-2	0	-3	3	-4	12	-1

Carrying on.
SMILES	TDP2 inh	Tn7 DDE FP	SIAE primary	ADAM17 inh	PLC-beta3 inh	DDE Tn6 FP inh	ADAM10 inh	ARFGAP1 inhibitor	ASAP1 inh	PLCg1 inh
CCN1CCN(CCCNC(=O)CN2C(=O)c3cccnc3Oc3ccc(Cl)cc32)CC1	10	-6	0	-3	-7	3	5	7	-2	-70
CCn1nc([N+](=O)[O-])c(C(C#N)c2nc3cc(C(F)(F)F)ccc3s2)c(Cl)c1=O (configuration not stated)	22	7	23*	11*	4	-6	28*	-8	6	2
COc1ccc(NC(=O)CN2CCC(NC(=O)c3ccc(OC)cc3)CC2)cc1	-6	-4	2	-4	-5	1	-6	-11	-3	-1
CCC(=O)NC(c1ccccc1Cl)c1c(O)ccc2ccccc12 (configuration not stated)	1	3	0	-15	-6	2	-63	-3	-6	-6
CC(C)(C)NCc1ccccc1OCc1cccs1	-22	-7	-4	7	11*	10	7	6	8	13*
COc1ccc(Nc2ncc3c(n2)CC(c2ccc(C)cc2)CC3=O)cc1 (configuration not stated)	15	-1	6	-1	-5	-4	3	-4	-1	-7
COC(=O)c1ccc(CC(=O)c2nc3ccccc3s2)cc1	-14	-11	-2	0	-2	8	-1	10	9	5
CC1CCN(S(=O)(=O)c2ccc(NC(=O)Cc3ccccc3)cc2)CC1	-8	-3	-4	5	5	-7	19	-15	-1	5
COc1ccc(-n2ncc3c(NCc4cccs4)ncnc32)cc1	-4	3	-13	-7	-20	3	-8	1	1	-11
Cc1ccc(C(=O)NCC(=O)OCC(=O)NCCNC(=O)COC(=O)CNC(=O)c2ccc(C)cc2)cc1	11	-7	14	3	-5	-4	-12	11	11	1
C[C@]12CC[C@H](O)CC1=CCC1C2CC[C@@]2(C)C1CC[C@@H]2NCc1ccccc1 (some centres not stated)	-10	-2	1	0	-3	-5	-20	12	-1	4
COc1ccc(C2CC(=O)C(c3ccc(Cl)cc3)=CN2Cc2ccccc2)cc1 (configuration not stated)	-4	-6	-3	2	-59	-6	-4	9	-4	-38
C=CCN(c1ccc(Br)cc1C(=O)OC)S(C)(=O)=O	-4	4	4	1	2	2	11	-8	3	2
O=C(CCc1ccccc1)NC(NC(=S)Nc1cccc(Cl)c1)C(Cl)(Cl)Cl (configuration not stated)	-4	3	-18	-5	-21	-6	-16	5	-6	-14
Cn1c(COc2ccccc2)nnc1SCC(=O)c1cccc([N+](=O)[O-])c1	-1	7	5	1	0	-2	10	-2	-7	3
Cn1c(=O)c2c(nc(Sc3ncccn3)n2Cc2ccccc2Cl)n(C)c1=O	-9	0	-6	-4	3	3	1	-2	-1	-2
c1ccc(SCCOCCn2cncn2)cc1	-1	2	-1	2	-3	-4	3	7	-5	5
Cc1cccc(CN2CCN(Cc3cccc4nonc34)CC2CCO)n1 (configuration not stated)	-1	-6	5	-3	-4	-5	-7	-6	4	-5
CCC(C)(C)n1nnnc1C(c1cc(OC)c(OC)c(OC)c1)N1CCN(c2ccccc2)CC1 (configuration not stated)	-7	-2	1	-4	4	4	1	10	-1	0
C=CCC[C@@H](Cc1ccc(F)cc1)C(=O)OC[C@@H](Cc1c[nH]c2ccccc12)NC(=O)[C@@H](CC=C)CC(=O)N[C@@H](CO)Cc1ccccc1	-4	-2	-8	5	2	7	17	8	-5	0
COc1cccc(C2CC(c3ccc(C)cc3)Nc3nc(N)nn32)c1 (configuration not stated)	-1	-4	10	-52	-68	3	-190	-3	-4	-59
O=C(CN1C(=O)NC2(CCCCC2)C1=O)NCCc1ccc(Cl)cc1Cl	2	0	1	-1	5	-1	-2	14	3	3
CCOc1ccc(N/C(C)=C/C(=O)c2ccc3c(c2)OCCO3)cc1	-5	3	9	-1	3	-2	-7	2	-8	0
CCc1ccc(/C=C2\Oc3c(ccc(O)c3CN3CCN(CCO)CC3)C2=O)cc1	-13	-4	-4	-39	i	6	-87	5	9	i
COc1cc(/C=C/C(=O)c2ccccc2)cc(OC)c1OC	-10	-5	-3	2	-3	-2	12	/	/	1
CCN(CC)Cc1c(C(=O)N/N=C/c2cccc(OCc3ccc(F)cc3)c2)nnn1-c1nonc1N	-9	-5	-11	1	-12	-4	-2	-10	-2	-1
CN(C)CCCN(C(=O)c1cc(Cl)sc1Cl)c1nc2cc3c(cc2s1)OCO3	3	5	-1	-6	-9	5	5	5	-2	0
CC(C)CC(=O)NC(=S)Nc1cccc(NC(=O)c2ccccc2Cl)c1	-3	4	-7	-2	-4	0	-2	0	-6	-2
O=C1CC(c2ccc(F)c(Br)c2)C2=C(CCCC2=O)N1 (configuration not stated)	10	-6	5	-1	-1	5	-1	-1	14	0
Cc1nn(CCOc2ccc(Br)cc2)c(C)c1[N+](=O)[O-]	5	5	11	-4	-8	1	6	-8	11	1
Cc1cccc(C(=O)Oc2ccc(/C=N/O)cc2)c1	-14	-3	-3	0	1	1	3	4	18	0
CCN(CC)C(=O)C1=C(C)N(Cc2ccc(C(C)(C)C)cc2)C(=O)C(CC(=O)NC2CCCCC2)C1 (configuration not stated)	-1	3	1	0	3	0	-13	3	-4	0
O=C(CSc1nnc(-c2ccc3c(c2)OCCO3)o1)N1CCCC1	1	-2	5	-3	-3	5	-1	12	17	-3
COCCN(Cc1ccc(C)cc1)C(=O)[C@H]1O[C@@H](n2cnc(C(N)=O)n2)[C@H](O)[C@@H]1O	6	-3	21*	-6	2	4	-8	1	-13	0
CCC(C)C(NC(N)=O)C(=O)Nc1ccc(S(=O)(=O)Nc2ccc(OC)cc2)cc1 (configuration not stated)	-7	-10	-3	2	3	-11	14	-3	1	4
COc1ccc(/C=C/C(=O)Nc2sc(Cc3ccccc3)c(C)c2C(N)=O)cc1	-5	-3	-1	1	-9	7	0	5	1	-10
Cc1ccc(C(=O)NC2c3ccccc3-c3ccccc32)cc1	-8	2	-6	-3	-1	-6	-6	10	3	-4
COc1ccc(CC(=O)Nc2nnc(SCC(=O)NCc3ccco3)s2)cc1OC	2	1	1	-1	-6	5	1	-7	6	0
CCOC(=O)N1CCN(c2c(N3CCN(c4cccc(C)c4C)CC3)c(=O)c2=O)CC1	-5	-1	4	-2	-1	-1	-16	5	-1	0
CCN(CC)c1ccc(C(=O)OCC(=O)Nc2cc(C)on2)cc1	-2	-5	4	4	-23	5	2	2	9	-15
Cc1cccc(Cn2c(N3CCN(CCO)CC3)nc3c2c(=O)[nH]c(=O)n3C)c1	-4	-4	2	3	-1	-16	7	-3	-7	2
COCCCN(C(=O)c1cc(C)oc1C)c1c(N)n(CC(C)C)c(=O)[nH]c1=O	2	-1	-3	-3	-7	7	-9	2	3	-1
Cc1ccc2cc(C#N)c(N3CCCN(S(=O)(=O)c4ccc(F)cc4)CC3)nc2c1	-4	-10	-3	-8	-26	4	-41	-5	-7	-20
CN(C)C(CNS(=O)(=O)c1ccc(Cl)cc1)c1cccnc1 (configuration not stated)	1	2	-3	-3	-1	2	-6	-3	5	-1
O=C(CN1C(=O)NC2(CCc3ccccc32)C1=O)Nc1ccc(N2CCOCC2)cc1 (configuration not stated)	-8	0	-5	-6	0	-5	-8	3	-1	-1
O=C(O)C(c1ccccc1)C1(O)CCCC1 (configuration not stated)	7	-4	5	-1	3	4	2	-3	7	5
CCOC(=O)C(C(=O)OCC)c1cc(Br)c2noc3c2c1C(=O)c1ccccc1-3	6	10	22*	1	-8	5	-2	-4	6	-1
NC(=O)c1ccc(CN2CCc3ccccc3C2)cc1	4	-3	4	-1	-5	1	0	-7	-3	-1
COc1cccc(N2CC(C(=O)Nc3nnc(SCC(=O)NC4CCCC4)s3)CC2=O)c1 (configuration not stated)	0	3	-6	-2	-4	9	-1	4	-3	-2
CCCCNC(=O)c1cc(-c2ccccc2)sc1N	-7	-7	8	-7	-30	-5	-23	3	-2	-15
Cn1c(Cc2cccs2)nnc1SCC(=O)Nc1ccc(OCc2ccccc2)cc1	-8	-4	2	2	6	1	11	/	/	2
